# hIAP inh = human IAP inhibitors, primary screen, biochemical, luminescence, uHTS; Intestinal-type alkaline phosphatase (Homo sapiens), P09923; inhibition, % at 10 µM; purified IAP, CDP-Star luminescence, 30 min; AID 2544, 2010; 330,000 compounds, 0.12% hits;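 active means inhibition reaching a set limit with compound at 10 µM in the primary screen, cut at about 35% in these data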;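 further: plate controls were DMSO wells with enzyme for no effect and no-enzyme buffer wells for full effect; values of inactives mirror those of a sister screen read the other way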
# SENP1 FRET inh = human SENP1 catalytic domain inhibitors, primary screen, biochemical, FRET, uHTS | Sentrin-specific protease 1 (Homo sapiens), Q9P0U3 | inhibition, % at 10 µM | 360,000 compounds, 0.21% hits | recombinant SENP1 catalytic domain, CyPet-SUMO1-YPet FRET cleavage;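 active means inhibition at least 30% at 10 µM, raw YFP signal under a set limit, fluorescence ratio 0.5 to 1.5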;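 further: 0% = enzyme with DMSO and 100% = no enzyme wells; some results filed as inactive read as strong as hits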
# Target sequence (Q9P0U3 419-644 limits assumed): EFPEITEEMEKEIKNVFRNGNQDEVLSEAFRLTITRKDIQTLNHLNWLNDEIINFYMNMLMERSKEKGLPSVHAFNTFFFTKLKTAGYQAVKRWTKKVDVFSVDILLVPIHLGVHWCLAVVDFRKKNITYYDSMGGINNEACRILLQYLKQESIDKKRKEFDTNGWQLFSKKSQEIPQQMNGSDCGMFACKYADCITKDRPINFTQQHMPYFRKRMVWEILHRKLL
#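 Assay system – human recombinant His6-tagged SENP1 catalytic domain enzyme · Input – SENP1 enzyme, 20 pM final · Buffer or medium – Tris pH 8 buffer plus EDTA, NaCl, BME, BSA, NP40, catalase · Schedule – 50 min reaction at room temperature · Technique – FRET read of cyan and yellow fluorescence · Control set – no-enzyme wells low, DMSO-plus-enzyme wells high control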
# hIAP act = human IAP activators, primary screen, biochemical, luminescence, uHTS | Intestinal-type alkaline phosphatase (Homo sapiens), P09923 | purified human IAP, CDP-Star luminescence, 30 min; active compounds read high; 1 = vehicle-only enzyme, 0 = enzyme-free background | activation factor at 10 µM | 330,000 compounds, 0.16% hits;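 active means activation factor of the enzyme at least 2-fold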; further: the source names both 10 and 20 µM as test concentration; values of inactives mirror those of a sister screen read the other way
# NALP3 yeast inh = NALP3 inflammasome inhibitors in reconstituted yeast, primary screen, luminescence, uHTS. inhibition, % at 10 µM. Yeast reconstituted NLRP3/ASC/caspase-1, beta-gal luminescence, 24 h. 330,000 compounds, 0.39% hits;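 active means inhibition of 50% or more; inactive means inhibition below 50%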;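 further: plate controls were induced DMSO wells for no effect and uninduced yeast grown without galactose for full effect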
# APOBEC3G inh = APOBEC3G DNA deaminase inhibitors, primary screen, biochemical, fluorescence, single-stranded DNA substrate, uHTS | DNA dC->dU-editing enzyme APOBEC-3G (Homo sapiens), Q9HC16 | recombinant A3G, ssDNA deamination FAM/TAMRA fluorescence | inhibition, % at 20 µM | 330,000 compounds, 0.28% hits | AID 493012, 2011;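 active means inhibition of at least 40% at 20 µM, with no more than 30% in the related APOBEC3A deaminase screen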;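 further: plate controls were DMSO wells with A3G for no effect and wells lacking A3G enzyme for full effect; some compounds called inactive have numbers as strong as hits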
# Target sequence (Q9HC16 whole entry, looked up): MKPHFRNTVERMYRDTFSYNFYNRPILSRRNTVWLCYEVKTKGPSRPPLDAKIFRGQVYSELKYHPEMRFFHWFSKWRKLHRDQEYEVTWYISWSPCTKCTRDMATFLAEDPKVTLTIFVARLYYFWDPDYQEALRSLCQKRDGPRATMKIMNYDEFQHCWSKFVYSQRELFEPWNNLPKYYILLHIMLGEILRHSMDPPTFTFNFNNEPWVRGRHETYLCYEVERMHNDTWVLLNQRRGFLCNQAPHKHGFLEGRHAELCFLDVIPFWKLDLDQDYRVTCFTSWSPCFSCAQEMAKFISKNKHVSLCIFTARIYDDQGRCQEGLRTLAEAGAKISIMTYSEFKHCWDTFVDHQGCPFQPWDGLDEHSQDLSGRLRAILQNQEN
# mIAP inh = inhibitors of mouse IAP, primary screen, biochemical, luminescence, uHTS; intestinal alkaline phosphatase [Mus musculus]; purified mouse IAP, CDP-Star luminescence, 30 min; inhibition, % at 10 µM; 330,000 compounds, 0.2% hits; AID 2806, 2010;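 active means inhibition of at least 40% at 10 µM in the primary screen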;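 further: plate controls were DMSO with enzyme for no effect and no enzyme wells for full effect; values of inactives mirror those of a sister screen read the other way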
# beta cell repl = inducers of MIN6 beta-cell proliferation, primary screen, ATP luminescence, uHTS | MIN6 cells proliferation, ATPlite luminescence, 48 h; cells starved in 0.2% serum; 100% = growth in 10% serum | proliferation, % at 10 µM | 330,000 compounds, 0.29% hits | AID 2380, 2010;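 active means compounds whose signal lies at least 3.5 SD above the mean of all wells on their plate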;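 further: 0% = DMSO-treated cells in low-serum medium and 100% = 10% serum control; some compounds called inactive have numbers as strong as hits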
# APOBEC3A inh = APOBEC3A ssDNA deaminase inhibitors, primary screen, selectivity assay for APOBEC3G inhibitor project, biochemical, FAM/TAMRA oligo cleavage fluorescence; AID 493011, 2011; DNA dC->dU-editing enzyme APOBEC-3A (Homo sapiens), P31941; inhibition, % at 20 µM; recombinant A3A, FAM/TAMRA ssDNA deamination fluorescence; 330,000 compounds, 0.41% hits;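 active means at least 40% inhibition at 20 µM here, with at most 30% in a related deaminase screen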;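 further: plate controls were A3A with DMSO for no effect and wells lacking A3A enzyme for full effect; some results filed as inactive read as strong as hits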
# Target sequence (P31941 whole entry, looked up): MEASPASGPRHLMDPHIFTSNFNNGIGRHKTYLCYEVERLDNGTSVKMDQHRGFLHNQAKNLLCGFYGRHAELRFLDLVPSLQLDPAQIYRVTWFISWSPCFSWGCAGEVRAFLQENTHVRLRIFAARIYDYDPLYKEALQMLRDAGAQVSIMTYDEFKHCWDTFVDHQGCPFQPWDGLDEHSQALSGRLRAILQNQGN
# mIAP activ = activators of mouse IAP, primary screen, biochemical, luminescence, uHTS. muIAP, CDP-Star luminescence, 30 min; active compounds read high; 1 = vehicle-only enzyme signal, 0 = enzyme-free wells. activation factor at 10 µM. 330,000 compounds, 0.24% hits;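 active means activation factor of at least 2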; further: the source names both 10 and 20 µM as test concentration; values of inactives mirror those of a sister screen read the other way
#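 Assay system: mouse IAP enzyme; reagent: chemiluminescent substrate CDP-Star; dosing: test compounds delivered from DMSO solution; schedule: 30 min at room temperature; measured by: luminescence from enzymatic CDP-Star hydrolysis; controls: DMSO-only wells and no-enzyme negative control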
# The depositor's hits bear a star. These rows are one share of the data (hit frequency here may not be typical).
SMILES,hIAP inh,SENP1 FRET inh,hIAP act,NALP3 yeast inh,APOBEC3G inh,mIAP inh,beta cell repl,APOBEC3A inh,mIAP activ
COC(=O)c1ccccc1NC(=O)CN(c1cc(OC)ccc1OC)S(C)(=O)=O,6,1,0.94,-5,-4,-11,-2,-1,1.1
COc1ccc(C(C)(C)NC(=O)C2CCC(=O)N(C3CCCC3)C2)cc1OC (configuration not stated),2,1,0.97,6,1,2,2,2,0.98
CCN(CC)S(=O)(=O)c1cc(C)c(C)cc1Br,-9,-2,1.1,58*,-2,-1,-2,-1,1
Cc1cccc(CSCc2nnc(N)s2)c1,-7,1,1.1,-6,-5,1,-3,-1,0.99
COc1ccc(-n2ncc3c2CC(C)(C)CC3NC(=O)CN2CCOC2=O)cc1 (configuration not stated),-14,2,1.1,15,-11,-3,0,-1,1
O=C(CSc1ncn(-c2ccccc2)n1)Nc1nc2c(s1)CCCC2,9,-9,0.91,20,2,3,-5,21,0.97
Cc1cc(C(=O)CCl)c(C)n1CC1COc2ccccc2O1 (configuration not stated),2,-7,0.98,-54,-2,-15,-7,-2,1.1
COCCNC(=O)c1ccc2c(Cl)c3c(nc2c1)CCC3,11,1,0.89,26,-4,-1,-3,-1,1
Cc1ccc(C(=O)CCC(=O)OCC(=O)Nc2c(C)nn(-c3ccccc3)c2C)cc1,2,0,0.98,11,-9,6,2,-1,0.94
COc1ccc(Cl)cc1N(CC(=O)N1CCN(Cc2ccccc2)CC1)S(C)(=O)=O,13,-5,0.87,-8,-1,7,4,-1,0.93
CCN1C(=O)N[C@@H](c2ccc(Br)cc2)C(C(C)=O)=C1C,17,2,0.83,7,-5,-3,2,3,1
CC(C)(CNC(=O)C1CCCC1)CNC(=O)C1CCCC1,3,-1,0.97,0,-5,-1,-1,-4,1
Cc1cc([N+](=O)[O-])nn1CC(=O)Nc1cccc2nonc12,20,9,0.8,1,-2,18,-4,14,0.82
CC(C)(C)NC(=O)/C(=C\C=C\c1ccccc1)NC(=O)c1ccc([N+](=O)[O-])cc1,-7,1,1.1,22,1,-1,-5,4,1
COc1ccc(S(=O)(=O)N2CCC(C(=O)NCc3cccc(OC)c3)CC2)cc1,-2,2,1,3,-2,-18,-2,0,1.2
CCOn1c(=O)c(-c2ccc(Cl)cc2)[n+]([O-])c2ccccc21,15,-10,0.85,0,-5,5,0,-3,0.95
CCOc1ccccc1OCCCNCc1ccccc1,-36,1,1.4,10,-7,-5,2,0,1.1
Nc1c(C(=O)CSc2nnc(N3CCOCC3)n2-c2cccc(F)c2)c(=O)[nH]c(=O)n1C1CC1,16,1,0.84,5,-8,-10,-1,12,1.1
Cn1ccc(C(=O)Nc2ccc(Br)cc2Br)n1,8,-1,0.92,30,-8,7,0,-4,0.93
COCc1nnc(NC(=O)c2ccc(S(=O)(=O)N(CC(C)C)CC(C)C)cc2)o1,29,2,0.71,15,-4,13,-5,-3,0.87
Cc1ccc(CN2CCC(CNS(=O)(=O)c3ccc(-c4ccc(=O)[nH]n4)s3)CC2)cc1,-26,-1,1.3,26,6,5,-4,-3,0.95
Cc1onc(-c2ccccc2)c1C(=O)N1CCN(C(=O)c2ccco2)CC1,15,2,0.85,14,-4,-1,-3,-3,1
CCOC(=O)c1c(NC(=O)C2=C(C)NC(=S)NC2c2ccccc2C(F)(F)F)sc(C)c1C (configuration not stated),12,-24,0.88,20,-7,7,-5,2,0.93
COC(=O)CCCC1=CC2=C(c3ccccc3)C(=O)C(C)(OC(=O)C3CCCC3)C(=O)C2=CN1CCc1ccccn1 (configuration not stated),7,-15,0.93,18,-13,4,-5,-6,0.96
COc1cccc(/C=N/Nc2ccc([N+](=O)[O-])cc2)c1O,37*,-23,0.63,-30,1,14,0,1,0.86

# Shown as tab-separated lines: 2 of the compounds above.
SMILES	hIAP inh	SENP1 FRET inh	hIAP act	NALP3 yeast inh	APOBEC3G inh	mIAP inh	beta cell repl	APOBEC3A inh	mIAP activ
COc1ccc(C(C)(C)NC(=O)C2CCC(=O)N(C3CCCC3)C2)cc1OC (configuration not stated)	2	1	0.97	6	1	2	2	2	0.98
CCN(CC)S(=O)(=O)c1cc(C)c(C)cc1Br	-9	-2	1.1	58*	-2	-1	-2	-1	1

# (continued)
SMILES,hIAP inh,SENP1 FRET inh,hIAP act,NALP3 yeast inh,APOBEC3G inh,mIAP inh,beta cell repl,APOBEC3A inh,mIAP activ
COc1ccnc(-n2cccc2C=O)c1C#N,2,1,0.98,14,-6,-3,-3,1,1
Cc1csc(NC(=O)CSc2nnc(-c3ccoc3C)n2CCc2ccccc2)n1,9,1,0.91,17,1,1,0,-1,0.99
Cc1ccc(OCCC(=O)OCC(=O)C(C)(C)C)cc1,4,1,0.96,20,-4,-1,-2,0,1
C/C(O)=C/c1nc2ccccc2[nH]c1=O,10,-29,0.9,11,-7,-9,3,0,1.1
COC(=O)/C(C(C)=O)=C(\C=C\N(C)C)N(C)C,0,2,1,-13,-6,-2,-1,-2,1
COc1ccc(C(=O)NN/C(C)=C/C(=O)C(F)(F)C(F)(F)C(F)(F)F)cc1,5,-1,0.95,57*,-7,-2,-5,11,1
Cc1ccccc1C(=O)c1cccn1CC(=O)NC(C)c1ccccc1 (configuration not stated),-21,0,1.2,1,0,9,0,1,0.91
O=C(Cn1cnc2c(nnn2-c2ccc(F)cc2)c1=O)NCC1CCCO1 (configuration not stated),-3,2,1,-10,-5,1,-2,-1,0.99
CCOc1ncccc1C(=O)NCc1ccccc1Cl,0,0,1,30,-3,3,0,0,0.97
O=C(COC(=O)c1cccc(C(=O)OCC(=O)NC2CC2)n1)NC1CC1,-3,3,1,7,-1,-3,2,3,1
Cc1ccc(S(=O)(=O)NNC(=O)C2COc3ccccc3O2)cc1C (configuration not stated),2,3,0.98,-4,-4,2,0,-1,0.97
Cc1ccccc1C(=O)NC1CCN(C(=O)NCc2ccccc2)CC1,3,0,0.97,2,-2,4,-2,2,0.96
CCN(C(=O)CSc1nnnn1C)C1CCS(=O)(=O)C1 (configuration not stated),1,-2,0.99,12,-5,13,2,0,0.87
Cc1ccc(C2NC(=NCc3ccccc3)Nc3nc(C)cc(=O)n32)cc1 (configuration not stated),-1,0,1,14,-6,-8,1,0,1.1
Cc1sc(NC(=O)CN(Cc2ccccc2)C(=O)C(C)C)c(C(N)=O)c1C,26,1,0.73,-6,-6,8,-2,-5,0.92
Cc1ccc(S(=O)(=O)n2nc(OC(=O)c3c(F)cccc3Cl)cc2N)cc1,14,1,0.86,18,-10,9,-2,6,0.91
CCN(CC(=O)Nc1ccc(OC)cc1)C(=O)c1ccc(Cl)c(S(=O)(=O)N2CCCC2)c1,-3,1,1,19,-5,-1,0,-3,1
CCN(CC)CCCn1c(=S)[nH]c2cc(C(=O)OC)ccc2c1=O,17,-33,0.83,3,-3,8,-3,4,0.93
CC1CN(C(=O)CSc2nc(N)cc(N)n2)CC(C)O1 (configuration not stated),-7,-2,1.1,14,-12,2,-1,-1,0.97
O=C(Cc1cccs1)Nc1ccc(Cl)c(S(=O)(=O)N2CCOCC2)c1,-15,2,1.2,1,-9,-5,-1,0,1.1
COc1ccc(/C=N/NS(=O)(=O)c2ccc(NC(C)=O)cc2)cc1,-2,0,1,9,-5,14,1,1,0.86
Clc1ccc(-n2nnnc2-c2cnc(-c3ccccn3)nc2-c2cccs2)cc1,1,1,0.99,3,1,7,-2,3,0.93
CN(C)Cc1c(C(=O)N/N=C/C2CC=CCC2)nnn1-c1nonc1N (configuration not stated),7,-1,0.93,-4,-8,1,-3,-2,0.99
Cc1ccc(C)c(CN2CCCN(Cc3cc(C)ccc3C)S2(=O)=O)c1,-4,-2,1,16,-6,8,-5,0,0.93
CC(C)=CCc1c(O)cc(O)c2c1OC(c1ccc(O)cc1)CC2=O (configuration not stated),12,-2,0.89,25,-7,6,3,-5,0.94

# Further compounds follow:
SMILES,hIAP inh,SENP1 FRET inh,hIAP act,NALP3 yeast inh,APOBEC3G inh,mIAP inh,beta cell repl,APOBEC3A inh,mIAP activ
Cc1sc2nc(C)n(/N=C/N(C)C)c(=O)c2c1C,11,0,0.89,12,2,0,-1,3,1
COc1ccc(-n2c(=O)[nH]cc(C(=O)N3CCCc4ccccc43)c2=O)cc1,-3,0,1,-5,-4,-7,-1,0,1.1
Cc1c(C)n(Cc2ccccc2)c2ccc(C(=O)NCCN3CCOCC3)cc12,-10,-3,1.1,11,-5,-8,3,-7,1.1
COc1ccccc1/C=C(/CC(=O)NCc1ccccc1)c1nc2ccccc2s1,5,-6,0.95,15,-6,2,-2,3,0.98
Cc1ccccc1C(=O)NNC(=O)c1ccoc1C,2,1,0.98,7,-7,0,1,-5,1
CSCC[C@H](NC(=O)N1CCn2c1nc1ccccc12)C(=O)NCc1ccco1,-2,-5,1,-5,-3,11,6,3,0.89

# Grouped by structure, the compounds so far with two or more sulfur atoms
SMILES,hIAP inh,SENP1 FRET inh,hIAP act,NALP3 yeast inh,APOBEC3G inh,mIAP inh,beta cell repl,APOBEC3A inh,mIAP activ
Cc1cccc(CSCc2nnc(N)s2)c1,-7,1,1.1,-6,-5,1,-3,-1,0.99
O=C(CSc1ncn(-c2ccccc2)n1)Nc1nc2c(s1)CCCC2,9,-9,0.91,20,2,3,-5,21,0.97
Cc1ccc(CN2CCC(CNS(=O)(=O)c3ccc(-c4ccc(=O)[nH]n4)s3)CC2)cc1,-26,-1,1.3,26,6,5,-4,-3,0.95
CCOC(=O)c1c(NC(=O)C2=C(C)NC(=S)NC2c2ccccc2C(F)(F)F)sc(C)c1C (configuration not stated),12,-24,0.88,20,-7,7,-5,2,0.93
Cc1csc(NC(=O)CSc2nnc(-c3ccoc3C)n2CCc2ccccc2)n1,9,1,0.91,17,1,1,0,-1,0.99
CCN(C(=O)CSc1nnnn1C)C1CCS(=O)(=O)C1 (configuration not stated),1,-2,0.99,12,-5,13,2,0,0.87
O=C(Cc1cccs1)Nc1ccc(Cl)c(S(=O)(=O)N2CCOCC2)c1,-15,2,1.2,1,-9,-5,-1,0,1.1
